PTHR1 agonist: agonists of human PTHR1 parathyroid hormone receptor | Q03431 | HEK293 GP2 PTHR1 cells, GloSensor cAMP luminescence, 1 h | 410,000 tested, 0.075% active | Potency, µM (top dose mostly 115 µM), for the others: top-dose activation, usual class: activators; note: potency is the fitted concentration of half-maximal effect; nearly all actives have a fitted effect of over 55% in size; some results filed as inactive show a strong effect at the top dose; inactives centre near -15; many of its hits are not listed in these tables
Target sequence (Q03431 whole entry, looked up): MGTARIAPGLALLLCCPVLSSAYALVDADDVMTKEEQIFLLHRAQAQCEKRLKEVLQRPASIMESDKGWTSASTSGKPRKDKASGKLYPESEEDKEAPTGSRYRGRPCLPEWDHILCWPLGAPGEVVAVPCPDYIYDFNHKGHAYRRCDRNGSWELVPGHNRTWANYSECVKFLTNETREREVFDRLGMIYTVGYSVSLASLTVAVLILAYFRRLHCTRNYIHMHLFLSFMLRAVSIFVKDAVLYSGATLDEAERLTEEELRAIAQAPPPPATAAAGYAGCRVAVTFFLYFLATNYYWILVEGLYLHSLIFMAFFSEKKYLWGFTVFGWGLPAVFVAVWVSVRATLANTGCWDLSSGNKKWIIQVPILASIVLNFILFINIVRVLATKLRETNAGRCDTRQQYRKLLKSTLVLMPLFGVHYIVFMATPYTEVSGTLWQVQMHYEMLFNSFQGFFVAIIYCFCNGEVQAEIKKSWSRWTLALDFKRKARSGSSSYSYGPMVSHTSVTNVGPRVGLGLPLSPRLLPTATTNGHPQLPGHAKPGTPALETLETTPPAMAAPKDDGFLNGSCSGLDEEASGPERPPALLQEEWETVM
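HEK-293-derived GP2 cells expressing PTHR1 and a GloSensor cAMP reporter, 3,000/well, plated overnight, given luciferin plus IBMX (each 0.5 mM as added) for 1 h at 37 °C, then compound for 1 h at 37 °C. Luminescence was read after 15 min at room temperature.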
EPAC2 antag: antagonists of human EPAC2; Q8WZA2; EPAC2 GEF exchange of Rap1B-BODIPY-GDP, fluorescence; Potency, µM (titrated, usually from 114 µM), for inactives: at the top dose activity, negative = inhibition, hits mostly inhibitors; 360,000 tested, 0.18% active; AID 720708; note: potency is the fitted concentration of half-maximal effect; % is set by controls: 0 for no effect and ±100 for the full control effect; nearly all actives have a fitted effect of over 45% in size; many of its hits are not listed in these tables
Mm-Cpn inhibitor: M. maripaludis TRiC chaperonin inhibition | 330,000 tested, 0.031% active | Potency, µM (top dose mostly 76.9 µM), for the others: at the highest dose activity, negative = inhibition, most hits filed as inhibitors | purified Mm-Cpn ATPase, ADP Transcreener TR-FRET; note: potency is the fitted concentration of half-maximal effect; % is set by controls: 0 for no effect and ±100 for the full control effect; nearly all actives have a fitted effect of over 80% in size
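ATP (10 uM final) was added to archaeal chaperonin (25 nM final) after 10 min exposure to test compound at 37°C; after 30 min further incubation, ADP was detected by competitive TR-FRET.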
D3 antag: antagonists of human D3 dopamine receptor. AID 652054. 360,000 tested, 2.5% active. max response, negative = inhibition, %. P35462. D3R cells, DiscoveRx beta-arrestin luminescence, antagonist mode; hits give low values; in the data active = max response below about -50%; inconclusive = no clear call, values can overlap the other calls; note: % is set by controls: 0 for no effect and ±100 for the full control effect; mostly tested at two doses, the higher about 12 µM
Target sequence (P35462 whole entry, looked up): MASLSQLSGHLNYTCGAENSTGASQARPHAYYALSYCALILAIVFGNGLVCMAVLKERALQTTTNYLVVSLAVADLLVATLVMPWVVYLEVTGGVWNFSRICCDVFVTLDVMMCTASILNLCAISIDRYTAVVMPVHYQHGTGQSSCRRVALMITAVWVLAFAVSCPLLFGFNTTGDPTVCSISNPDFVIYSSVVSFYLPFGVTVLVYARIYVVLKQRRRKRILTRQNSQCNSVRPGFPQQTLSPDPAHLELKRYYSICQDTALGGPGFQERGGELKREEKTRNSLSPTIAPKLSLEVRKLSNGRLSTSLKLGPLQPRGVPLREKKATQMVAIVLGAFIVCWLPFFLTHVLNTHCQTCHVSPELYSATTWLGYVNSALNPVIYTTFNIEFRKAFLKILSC
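Cells plated overnight at 1500 cells/well, then exposed to library compounds with dopamine controls for 90 minutes at 37 degrees C. DiscoveRx reagent added for 30–60 minutes at room temperature; luminescence read, quantitative HTS format.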
CCT modulator: modulators of cytosolic chaperonin (CCT/TRiC) activity; purified chaperonin ATPase assay, HTRF ADP detection, 30 min; activity change, % (test concentration not listed), hits read low; 360,000 tested, 0.3% active; AID 651819; in the data active = activity change below about -30%; note: % is set by controls: 0 for no effect and ±100 for the full control effect
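Nucleotide hydrolysis assay: TRiC at 20–40 nM final (set by batch activity) with 10 uM ATP, 30 min at 37 °C, in presence of 76 uM compound. Detection by competitive ADP HTRF, 30 min ambient.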
pAkt inh: blocks phosphorylation of Akt; Neuro2A IGF-stimulated pAkt S473 HTRF, 20 min; hits give low values; activity change, % for hits at 50 µM; 360,000 tested, 0.32% active; AID 651550; in the data active = activity change below about -80%; inconclusive = mostly about -51% to -80%; note: % is set by controls: 0 for no effect and ±100 for the full control effect
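Neuro2A cells in DMEM with 0.5% FBS, overnight at 37 deg C, given compound at single 50 µM final, then IGF (6 nM final) for 20 min at 37 deg C. Lysed; phospho-Akt Ser473 by HTRF after 24 h, 665/615 ratio.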
D3 ag: activates the human D3 dopamine receptor. P35462. D3R DiscoveRx beta-arrestin cells, luminescence, 90 min. 410,000 tested, 0.58% active. max activation, %; in the data active = max activation above about 30%; note: 0% is about no effect; mostly tested at two doses, the higher about 12 µM
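Agonist-mode cell screen: cells plated at 1500/well and incubated overnight at 37 °C, then exposed to library compounds for 90 min at 37 °C. Detection reagent was added for 30–60 min at room temperature, and luminescence was read.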
EPAC2 agonist: agonists of human EPAC2 (RAPGEF4); AID 720711; 360,000 tested, 0.079% active; Q8WZA2; Potency, µM (highest dose often 154 µM), for the others: top-dose activation, actives largely listed as activators; EPAC2 activation, biochemical qHTS; response scale: 100% = 6.5 mM cAMP response; note: potency is the fitted concentration of half-maximal effect; nearly all actives have a fitted effect of over 50% in size
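Setup: EPAC2 100 nM, labeled Rap1B complex 250 nM, free GDP 50 uM. Compound titrations pinned in, brief spin, 5 min room temperature incubation. Kinetic fluorescence read over 30 min, normalized to 6.5 mM cAMP.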
* hit, by the source's call; & = joins results of further samples; [ ] = remark or other dose. Unless noted, calls come from the whole dose curve; as a rule, active = well fitted curve in the direction sought with a large enough effect; inconclusive = small, poorly fitted or top-dose-only effect, or another doubt; inactive = no such curve, though single readings can be large; an effect the other way counts as inactive or inconclusive. These rows are one share of the data; count on the stated rates, not on these rows.

Results for CCOC(=O)[C@H]1[C@H]2COc3ccc(Cl)cc3[C@@H]2N2C(=O)CN(Cc3ccco3)C(=O)[C@@]12C ?
PTHR1 agonist: -0.1%; EPAC2 antag: -3.5%; Mm-Cpn inhibitor: -1.4%; D3 antag: -10.2; CCT modulator: 0.3; pAkt inh: inactive; D3 ag: 3.2; EPAC2 agonist: 9.5%

Results for Cn1c(-c2ccncc2)nc2ccccc21 ?
PTHR1 agonist: inactive; EPAC2 antag: 8.7%; Mm-Cpn inhibitor: -4.8%; D3 antag: 35.4; CCT modulator: -1.1; pAkt inh: inactive; D3 ag: -1.0; EPAC2 agonist: 9.5%

What do the screens show for `Cc1ccc(-n2ncc3c2CC(C)(C)CC3NC(=O)c2ccncc2)cc1` (stereo not drawn)?
PTHR1 agonist: -6.4%; EPAC2 antag: -3.3%; Mm-Cpn inhibitor: 1.9%; D3 antag: -3.3; CCT modulator: -1.4; pAkt inh: inactive; D3 ag: -1.9; EPAC2 agonist: -10.0%

Results for O=C(COc1ccc([N+](=O)[O-])cc1)Nc1ccc(CN2CCOCC2)cc1 ?
PTHR1 agonist: inactive; EPAC2 antag: 6.6%; Mm-Cpn inhibitor: -1.5%; D3 antag: -5.9; CCT modulator: -1.9; pAkt inh: inactive; D3 ag: -1.5; EPAC2 agonist: 10.5%

Results for CN(Cc1cccc2cnccc12)C(=O)c1cc(COc2ccc(F)cc2Cl)on1 ?
PTHR1 agonist: -20.4%; EPAC2 antag: -9.5%; Mm-Cpn inhibitor: -0.2%; D3 antag: 0.2; CCT modulator: -1.3; pAkt inh: inactive; D3 ag: -5.4; EPAC2 agonist: 7.6%

What do the screens show for `Cc1ccc(Cn2nnc3c(=O)[nH]c(C4CCN(C(=O)c5cccs5)CC4)nc32)cc1`?
PTHR1 agonist: inconclusive; EPAC2 antag: -3.5%; Mm-Cpn inhibitor: 3.1%; D3 antag: 10.8; CCT modulator: -0.3; pAkt inh: inactive; D3 ag: 17.2; EPAC2 agonist: 7.5%

What do the screens show for `O=C(NCc1ccco1)c1ccc2sc([C@H]3C[C@H](O)[C@@H](CO)O3)nc2c1`?
PTHR1 agonist: -0.8%; EPAC2 antag: -3.3%; D3 antag: 0.0; CCT modulator: -1.8; D3 ag: -8.8; EPAC2 agonist: 13.4%

How did O=C(CN1C(=O)C2C3CCC(C3)C2C1=O)OCC(=O)c1ccccc1 (stereo not drawn) do in these assays?
PTHR1 agonist: inactive; EPAC2 antag: -8.7%; Mm-Cpn inhibitor: -1.4%; D3 antag: -4.5; CCT modulator: -2.0; pAkt inh: inactive; D3 ag: 0.1; EPAC2 agonist: 8.3%

How did CSc1nc2cc(S(=O)(=O)N3CCOCC3)ccc2s1 do in these assays?
PTHR1 agonist: inactive; EPAC2 antag: -2.7%; Mm-Cpn inhibitor: -2.2%; D3 antag: -3.4; CCT modulator: -2.2; pAkt inh: inactive; D3 ag: -31.5; EPAC2 agonist: 6.5%

How did CCCCNC(=O)N(C)c1nncnc1C(=O)NC do in these assays?
PTHR1 agonist: -43.6%[inhibitor]; EPAC2 antag: -15.7%; Mm-Cpn inhibitor: -0.4%; D3 antag: -3.0; CCT modulator: 1.2; pAkt inh: inactive; D3 ag: 3.0; EPAC2 agonist: 7.4%

How did O=C(Nc1nc2c(s1)CCCC2)c1ccc2ncsc2c1 do in these assays?
PTHR1 agonist: -30.5%[inhibitor]; EPAC2 antag: 8.3%; Mm-Cpn inhibitor: -7.2%; D3 antag: -1.1; CCT modulator: -6.1; pAkt inh: inactive; D3 ag: -15.2; EPAC2 agonist: 18.8%

What do the screens show for `CCN(CC(=O)Nc1c(F)cccc1F)C(=O)CCNC(=O)c1ccccc1OC`?
PTHR1 agonist: inactive; EPAC2 antag: 13.4%; Mm-Cpn inhibitor: -3.3%; D3 antag: -8.0; CCT modulator: -1.2; pAkt inh: inactive; D3 ag: 3.7; EPAC2 agonist: 6.3%

What do the screens show for `O=C(O)c1cccc2c1C(=O)N(Cc1ccccc1)C2`?
PTHR1 agonist: inactive; EPAC2 antag: 2.7%; Mm-Cpn inhibitor: 1.2%; D3 antag: 12.0; CCT modulator: 2.4; pAkt inh: inactive; D3 ag: 16.7; EPAC2 agonist: 13.5%

What do the screens show for `CC1CCc2c(sc(NC(=O)c3noc4c3CCCC4)c2C(N)=O)C1` (stereo not drawn)?
PTHR1 agonist: -10.0%; EPAC2 antag: -2.1%; D3 antag: 2.2; CCT modulator: -3.1; pAkt inh: inactive; D3 ag: 6.1; EPAC2 agonist: -6.9%

Results for CC(C)=NNc1ncnc2nc[nH]c12 ?
PTHR1 agonist: inactive; EPAC2 antag: 14.9%; D3 antag: 0.8; CCT modulator: -3.2; pAkt inh: inactive; D3 ag: 2.4; EPAC2 agonist: 0.6%

Results for CC(N=C1NS(=O)(=O)c2ccccc21)C(=O)N1CCc2ccccc2C1 (stereo not drawn) ?
PTHR1 agonist: inactive; EPAC2 antag: 0.0%; Mm-Cpn inhibitor: -4.7%; D3 antag: -3.7; CCT modulator: -2.2; pAkt inh: inactive; D3 ag: -0.5; EPAC2 agonist: 10.2%

What do the screens show for `Cc1c(Cl)c([N+](=O)[O-])nn1CC(=O)NCc1ccco1`?
PTHR1 agonist: 23.8%[57.5 µM]; EPAC2 antag: 4.0%; Mm-Cpn inhibitor: -0.6%; D3 antag: 15.3; CCT modulator: -4.1; pAkt inh: inactive; D3 ag: 3.0; EPAC2 agonist: -2.3%

What do the screens show for `O=C(Nc1cc(C(F)(F)F)ccc1F)C1CCCC1`?
PTHR1 agonist: inactive; EPAC2 antag: -4.0%; Mm-Cpn inhibitor: -0.3%; D3 antag: -7.6; CCT modulator: -2.6; pAkt inh: inactive; D3 ag: -6.5; EPAC2 agonist: 3.5%

Results for CCN1/C(=C2/SC(=S)N(NC(C)=O)C2=O)Sc2ccccc21 ?
PTHR1 agonist: -8.7%; EPAC2 antag: 29.6%; Mm-Cpn inhibitor: -3.3%; D3 antag: -3.1; CCT modulator: -6.0; pAkt inh: inactive; D3 ag: -3.4; EPAC2 agonist: 26.9%

What do the screens show for `CCOC(=O)C1CCCN(C(=O)c2ccc(C(=O)c3ccccc3)cc2)C1` (stereo not drawn)?
PTHR1 agonist: -14.5%; EPAC2 antag: 2.6%; Mm-Cpn inhibitor: -3.5%; D3 antag: -7.1; CCT modulator: -5.8; pAkt inh: inactive; D3 ag: -3.1; EPAC2 agonist: 14.6%

How did Cc1ccc(NC(=O)Nc2nnc([C@H]3C[C@H](O)[C@@H](CO)O3)s2)cc1 do in these assays?
PTHR1 agonist: -10.9%; EPAC2 antag: -23.1%; D3 antag: 0.9; CCT modulator: -1.6; D3 ag: 4.5; EPAC2 agonist: 5.1%

How did O=C(CSc1ccc(-c2ccc(Br)cc2)nn1)NCC1CCCO1 (stereo not drawn) do in these assays?
PTHR1 agonist: -24.8%; EPAC2 antag: 8.5%; Mm-Cpn inhibitor: -4.0%; D3 antag: 5.9; CCT modulator: -1.5; pAkt inh: inactive; D3 ag: 2.7; EPAC2 agonist: -2.8%

How did S=C(NCc1ccc(Cl)cc1)NC12CC3CC(CC(C3)C1)C2 do in these assays?
PTHR1 agonist: -31.6%[inhibitor]; EPAC2 antag: -0.9%; Mm-Cpn inhibitor: 1.0%; D3 antag: 3.2; CCT modulator: -2.1; pAkt inh: inactive; D3 ag: 7.9; EPAC2 agonist: 3.5%

What do the screens show for `CCOc1ccccc1NC(=O)CC1(CC(=O)N2CCOCC2)CCCC1`?
PTHR1 agonist: inactive; EPAC2 antag: -1.0%; Mm-Cpn inhibitor: 2.1%; D3 antag: -0.9; CCT modulator: 0.1; pAkt inh: inactive; D3 ag: -0.7; EPAC2 agonist: 3.9%

Results for CCOc1ccc(N/C(C)=C/C(=O)c2ccc3c(c2)OCCO3)cc1 ?
PTHR1 agonist: -24.7%; EPAC2 antag: -2.1%; Mm-Cpn inhibitor: -7.3%; D3 antag: 12.4; CCT modulator: 1.5; pAkt inh: inactive; D3 ag: 32.8*; EPAC2 agonist: 14.3%

What do the screens show for `Cc1cccnc1N(C(=O)Nc1ccccc1)C1=NCC(C)(C)S1`?
PTHR1 agonist: -10.3%[57.5 µM]; EPAC2 antag: 2.1%; Mm-Cpn inhibitor: -1.6%; D3 antag: -17.2; CCT modulator: -3.0; pAkt inh: inactive; D3 ag: 0.2; EPAC2 agonist: 14.2%

What do the screens show for `O=C(Nc1nnc(S(=O)(=O)N2CCCCC2)s1)c1ccccc1Br`?
PTHR1 agonist: -22.8%&-29.1%; EPAC2 antag: -16.8%; Mm-Cpn inhibitor: -17.4%; D3 antag: -3.6; CCT modulator: -4.9; pAkt inh: inactive; D3 ag: -4.0&-4.6; EPAC2 agonist: 11.3%

Results for Cc1ccc(-c2csc3ncn(CC#N)c(=O)c23)cc1 ?
PTHR1 agonist: inactive; EPAC2 antag: -1.6%; Mm-Cpn inhibitor: -2.3%; D3 antag: 0.9; CCT modulator: -0.6; pAkt inh: inactive; D3 ag: 2.1; EPAC2 agonist: 16.0%

Results for Cn1c(N)c(C(C[N+](=O)[O-])c2ccccc2Cl)c(=O)n(C)c1=O (stereo not drawn) ?
PTHR1 agonist: -21.8%; EPAC2 antag: -1.0%; D3 antag: 3.2; CCT modulator: -2.0; pAkt inh: inactive; D3 ag: 3.6; EPAC2 agonist: 2.4%

What do the screens show for `COc1cc(C(=O)OC(C)C(=O)Nc2ccc3c(c2)OCO3)ccc1OCc1c(C)noc1C` (stereo not drawn)?
PTHR1 agonist: -0.3%; EPAC2 antag: 7.7%; Mm-Cpn inhibitor: 2.1%; D3 antag: -4.7; CCT modulator: -2.5; pAkt inh: inactive; D3 ag: 0.4; EPAC2 agonist: 1.4%

How did COc1cc(NC(=O)c2c(F)cccc2F)c(Cl)cc1Cl do in these assays?
PTHR1 agonist: -61.3%[inhibitor]; EPAC2 antag: -5.4%; Mm-Cpn inhibitor: -1.8%; D3 antag: 5.2; CCT modulator: -3.0; pAkt inh: inactive; D3 ag: -4.1; EPAC2 agonist: 3.6%
